# DRD3 agonist: qHTS of D3 Dopamine Receptor Agonist: qHTS. D3R DiscoveRx beta-arrestin cells, luminescence, 90 min. 410,000 tested, 0.58% active. max activation, %. D(3) dopamine receptor (Homo sapiens), P35462. AID 652048, 2013; in the data active = max activation above about 30%; note: 0% is about no effect; mostly tested at two doses, the higher about 12 µM
# Target sequence (P35462 whole entry, looked up): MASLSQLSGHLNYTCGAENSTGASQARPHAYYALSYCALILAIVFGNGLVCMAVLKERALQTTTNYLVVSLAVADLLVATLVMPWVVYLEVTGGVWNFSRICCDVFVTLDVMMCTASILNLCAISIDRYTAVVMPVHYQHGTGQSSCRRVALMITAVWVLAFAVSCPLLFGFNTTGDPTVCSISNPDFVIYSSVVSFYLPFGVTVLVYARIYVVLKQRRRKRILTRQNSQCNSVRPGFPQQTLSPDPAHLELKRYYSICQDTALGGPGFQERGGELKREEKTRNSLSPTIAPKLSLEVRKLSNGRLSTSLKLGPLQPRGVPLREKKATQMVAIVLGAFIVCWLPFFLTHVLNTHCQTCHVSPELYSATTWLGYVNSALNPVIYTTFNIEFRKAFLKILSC
#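 Agonist mode: compounds and dopamine controls were applied to plated cells for 90 min at 37 degrees C after an overnight attachment at 1500 cells/well. Luminescent read-out followed 30 - 60 minutes at room temperature with DiscoveRx detection reagent.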
# GLP1R cytotox: qHTS of GLP-1 Receptor Inverse Agonists: Cytotox Screen; HEK293 cAMP-luciferase reporter cells, luminescence, 24 h; Potency, µM (doses to about 38.3 µM), for the others: at the top dose activity change, negative = inhibition, hits mostly inhibitors; 410,000 tested, 0.13% active; AID 624418, 2012;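 note: loss of luciferase light is scored as toxicity; potency is the fitted concentration of half-maximal effect; % is set by controls: 0 for no effect and ±100 for the full control effect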
#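 Compound-treated cells are incubated 24 hr at 37 deg C under 5% CO2 after a 12 hour attachment period, then luciferase detection reagent is added and luminescence is measured following 12 min at room temperature; lowered signal indicates toxicity.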
# PTHR1 agonist: qHTS for PTHR1 Agonists: Primary Screen | Parathyroid hormone/parathyroid hormone-related peptide receptor (Homo sapiens), Q03431 | HEK293 GP2 PTHR1 cells, GloSensor cAMP luminescence, 1 h | Potency, µM (doses to about 115 µM), for the others: at the top dose activation, usual class: activators | 410,000 tested, 0.075% active; note: potency is the fitted concentration of half-maximal effect; nearly all actives have a fitted effect of over 55% in size; some results filed as inactive show a strong effect at the top dose; inactives centre near -15; many of its hits are not listed in these tables
#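 HEK-293-derived GP2 cells expressing PTHR1 and a GloSensor cAMP reporter, 3,000/well, plated overnight, given luciferin plus IBMX (each 0.5 mM as added) for 1 h at 37 °C, then compound for 1 h at 37 °C. Luminescence was read after 15 min at room temperature.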
# TDP-43 yeast inh: qHTS of TDP-43 Inhibitors; 410,000 tested, 1.8% active; Potency, µM (titrated, usually from 46.1 µM), for the others: at the top dose growth rescue (activation), usual class: activators; TDP-43 expressing yeast growth rescue, BacTiter-Glo, 24 h; AID 652104, 2013; note: potency is the fitted concentration of half-maximal effect; % of control where 0% means no effect; nearly all actives have a fitted effect of over 50% in size
#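 Galactose-induced TDP-43 yeast, OD600=0.02, compound pinned; 24 hr, 30 deg C; BacTiter-Glo luminescence for growth. Inhibitors of TDP-43 toxicity read as activators.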
# GLP-1R agonist: qHTS of GLP-1 Receptor Agonists. Glucagon-like peptide 1 receptor (Homo sapiens), P43220. HEK293 GLP-1R CRE-luciferase, luminescence, 4-6 h; cells express a hypersensitive GLP-1R form. Potency, µM (doses to about 45.6 µM), for inactives: top-dose activation, actives largely listed as activators. 380,000 tested, 0.007% active; note: potency is the fitted concentration of half-maximal effect; % of control where 0% means no effect
# Target sequence (P43220 whole entry, looked up): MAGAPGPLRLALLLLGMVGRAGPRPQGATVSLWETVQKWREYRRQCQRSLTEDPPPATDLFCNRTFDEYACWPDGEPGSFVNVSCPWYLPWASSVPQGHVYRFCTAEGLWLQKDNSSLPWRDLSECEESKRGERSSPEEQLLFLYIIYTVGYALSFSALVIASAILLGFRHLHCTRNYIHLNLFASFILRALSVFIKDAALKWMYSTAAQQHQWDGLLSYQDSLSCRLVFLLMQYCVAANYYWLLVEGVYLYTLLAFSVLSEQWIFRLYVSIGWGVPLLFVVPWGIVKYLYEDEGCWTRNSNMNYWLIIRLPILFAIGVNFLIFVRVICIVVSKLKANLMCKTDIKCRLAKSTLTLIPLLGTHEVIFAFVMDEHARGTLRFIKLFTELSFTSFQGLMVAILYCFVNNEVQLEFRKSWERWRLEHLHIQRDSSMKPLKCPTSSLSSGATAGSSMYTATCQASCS
# DRD3 antagonist: qHTS of D3 Dopamine Receptor Antagonist: qHTS | max response, negative = inhibition, % | 360,000 tested, 2.5% active | D3R cells, DiscoveRx beta-arrestin luminescence, antagonist mode; hits give low values | D(3) dopamine receptor (Homo sapiens), P35462; in the data active = max response below about -50%; inconclusive = no clear call, values can overlap the other calls; note: % is set by controls: 0 for no effect and ±100 for the full control effect; mostly tested at two doses, the higher about 12 µM
#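 Cells expressing the human receptor were seeded at 1500 cells/well, incubated overnight at 37 degrees C in 5% CO2, then exposed to library compounds with dopamine controls for 90 minutes at 37 degrees C before luminescent detection.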
# KB-V1 MDR tox: qHTS assay for MDR1-selective chemotherapeutics: Primary screen using the drug-selected MDR subline cells KB-V1; KB-V1 MDR cells viability, CellTiter-Glo, 72 h; Potency, µM (highest dose often 46.1 µM), without a hit: at the highest dose activity change, negative = cytotoxicity, hits mostly cytotoxic; 400,000 tested, 3.4% active; AID 1347076, 2019; note: potency is the fitted concentration of half-maximal effect; % is set by controls: 0 for no effect and ±100 for the full control effect; nearly all actives have a fitted effect of over 60% in size
#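 In this primary screen, KB-V1 cells overexpressing P-gp are incubated with library compounds (lowest to highest concentration) for 72 h at 37 degrees C before a luminescent ATP viability read.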
# aSyn yeast inh: qHTS of alpha-syn Inhibitors. Yeast expressing alpha-synuclein, growth rescue, BacTiter-Glo, 24 h. Potency, µM (titrated, usually from 46.1 µM), without a hit: top-dose growth rescue (activation), hits mostly activators. 370,000 tested, 0.14% active. AID 652106, 2013; note: potency is the fitted concentration of half-maximal effect; % of control where 0% means no effect; nearly all actives have a fitted effect of over 65% in size
#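 Galactose-induced alpha-syn yeast (OD600=0.02, raffinose-pregrown) + pinned cpd, 24 hr, 30 deg C; growth by BacTiter-Glo luminescence. Growth restoration scores as activation.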
# GLP1R inv ag: qHTS of GLP-1 Receptor Inverse Agonists (Inhibition Mode); Glucagon-like peptide 1 receptor (Homo sapiens), P43220; HEK293 GLP-1R CRE-luciferase, luminescence, 24 h; GLP-1R form is constitutively active; Potency, µM (top dose mostly 38.3 µM), for the others: at the highest dose activity change, negative = inhibition, actives largely listed as inhibitors; 410,000 tested, 1.6% active; note: potency is the fitted concentration of half-maximal effect; % is set by controls: 0 for no effect and ±100 for the full control effect; nearly all actives have a fitted effect of over 55% in size
#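 Using stably transfected HEK293 (constitutively active GLP-1R, cAMP-luciferase reporter), compounds were incubated 24 hr and luciferase measured by luminescence.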
# * = called active by the depositor; i = inactive; ? = inconclusive; nt = not tested or not shown; [ ] = another dose, or the depositor's remark. Unless noted, calls come from the whole dose curve; as a rule, active = well fitted curve in the direction sought with a large enough effect; inconclusive = small, poorly fitted or top-dose-only effect, or another doubt; inactive = no such curve, though single readings can be large; an effect the other way counts as inactive or inconclusive. These rows are one share of the data, so the mix of outcomes need not match the whole.
# Start of the data: the first 2 records, ahead of the listing:
SMILES,DRD3 agonist,GLP1R cytotox,PTHR1 agonist,TDP-43 yeast inh,GLP-1R agonist,DRD3 antagonist,KB-V1 MDR tox,aSyn yeast inh,GLP1R inv ag
O=C(CC1C(=O)NCCN1CC(c1ccccc1)c1ccccc1)NCCc1cn[nH]c1 (stereo not drawn),-3,-4%,i,-8%,11%,-3,?,2%,-5%
CCO[C@H]1OC(C(=O)NCc2nc3ccccc3[nH]2)=C[C@@H](C)[C@@H]1CCCO,13,-9%,i,19%,-1%,0,0%,0%,-6%

# The whole of this part, previewed entries included:
SMILES,DRD3 agonist,GLP1R cytotox,PTHR1 agonist,TDP-43 yeast inh,GLP-1R agonist,DRD3 antagonist,KB-V1 MDR tox,aSyn yeast inh,GLP1R inv ag
O=C(CC1C(=O)NCCN1CC(c1ccccc1)c1ccccc1)NCCc1cn[nH]c1 (stereo not drawn),-3,-4%,i,-8%,11%,-3,?,2%,-5%
CCO[C@H]1OC(C(=O)NCc2nc3ccccc3[nH]2)=C[C@@H](C)[C@@H]1CCCO,13,-9%,i,19%,-1%,0,0%,0%,-6%
O=C(N=Nc1c(O)n(Cc2ccccc2)c2ccccc12)c1cc2ccccc2cc1O,-6,6%,-4%,16%,-11%,?,?,0%,16%
CCCn1c(N)c(C(=O)CSc2nnc(Cc3ccccc3)o2)c(=O)n(C)c1=O,1,-16%,-36%[inhibitor],4%,-8%,47,10µM*,1%,-19%
CC1C(=O)N2CCCc3cc(NC(=O)c4ccccc4C(F)(F)F)cc1c32 (stereo not drawn),-6,-5%,-1%,10%,2%,-12,-12%,-6%,23%
C#Cc1ccc([C@@H]2C=C(C(=O)N3CCOCC3)O[C@H](OCC)[C@H]2CCCO)cc1,17,?,i,-2%,1%,-7,11%,2%,18%
COc1cc(C=C2C(=O)c3ccccc3C2=O)cc(OC)c1,5,-3%,i,20%,5%,-17,17%,2%,-18%
CC1(C(=O)Nc2ccc3nc[nH]c3c2)CCN1C(=O)C/C=C/c1ccccc1 (stereo not drawn),-5,3%,i,11%,-1%,-9,4%,-8%,20%
Cc1ccc(N2CCN(C(=O)c3cc(S(=O)(=O)N4CCCCC4)c[nH]3)CC2)c(C)c1,-5,2%,-31%[inhibitor],11%,nt,nt,1%,nt,-14%
C/C(=N\NC(=O)Cc1csc(N2CCOCC2)n1)c1ccccc1,8,5%,i,6%,-3%,14,-5%,nt,29%
Cc1c(Br)c(=O)oc2c(Br)c(O)c(O)cc12,16,15%,i,-5%,-2%,-5,30%,-1%,4%
CSc1ncccc1C(=O)N1CCCC(Nc2ccc(C)c(C)c2)C1 (stereo not drawn),-5,-12%,i,-7%,-2%,-2,?,-12%,?
O=C(CCN1C(=O)C2CCCCC2C1=O)Nc1ccc(F)c(F)c1F (stereo not drawn),-1,8%,i,-12%,4%,10,-2%,0%,-3%
ON(CCc1ccccn1)CCc1ccccn1,-2,0%,i,4%,11%,-20,0%,2%,0%
COc1ccc(CCN2CC(C(=O)OCC(=O)N(C)CC(=O)Nc3ccccc3Cl)CC2=O)cc1OC (stereo not drawn),2,-2%,-7%,11%,17%,-4,?,-1%,19%
CCN(CC)S(=O)(=O)c1ccc(Cl)c(C(=O)OC)c1,-3,2%,-5%,-14%,6%,8,-5%,0%,-17%
CCc1c(C)sc(NC(=O)c2ccccc2[N+](=O)[O-])c1C(N)=O,-20,-14%,i,21%,0%,?,-8%,-8%,16%
Cc1nc(C)c(CCNS(=O)(=O)c2ccc(F)cc2)s1,3,0%,i,-4%,24%,nt,?,-9%,17%
CC(=O)c1c(C)[nH]c(C(=O)COC(=O)CCNS(=O)(=O)c2ccc(C)c(C)c2)c1C,8,3%,i,3%,6%,1,?,-13%,17%
Cc1cc(N2CCN(C)CC2)nc2ccc(NC(=O)CCC(=O)NCCCOC(C)C)cc12,11,24%,i,-5%,17%,-14,30%,0%,1%
COc1ccc(-c2csc(NC(=O)CN3C(=O)C4CC=CCC4C3=O)n2)cc1 (stereo not drawn),-5,1%,-26%,0%,-3%,-17,-17%,2%[1.84 µM],-3%
O=C(N[C@@H](Cc1ccccc1)C(=O)N1CCC2(CC1)NCCc1[nH]cnc12)c1cccc(F)c1,7,-17%,-22%,3%,-3%,10,?,1%,-13%
Cc1ccc(NC2=NCC(=O)N2Cc2cccs2)cc1C,-4,17%,-32%[inhibitor],9%,6%,34,-12%,-11%,25%
CCc1ccc(-n2nc(C)c3c(C)cc(=O)n(CC(=O)Nc4ccc(F)cc4C)c32)cc1,-7,-6%,i,1%,nt,nt,2%,nt,1%
O=C(O)C1Cc2ccccc2CN1C(=O)CCl (stereo not drawn),4,21%,i,-15%,-2%,-10,?,-7%,-21%
CCOC(=O)[C@]12CCCC=C1N(CCC1=CCCCC1)C(=O)[C@H](CC(=O)N1CCOCC1)C2,-10,1%,0%,-4%,nt,-21,-33%,7%,-8%
FC(F)(F)c1cnc(Sc2ncn[nH]2)c(Cl)c1,12,-4%,-17%,-10%,0%,3,7%,5%,11%
Cc1cc(C(=O)NCc2ccco2)c2cc(F)ccc2n1,0,-2%,i,10%,-2%,-2,12%,2%,3%
O=C(CNC(=O)c1ccccc1)OCc1cc(=O)n2nc(C3CC3)sc2n1,0,1%,i,5%,nt,nt,-2%,nt,9%
Fc1ccc(-c2nc3c4c(-c5ccccc5)c(-c5ccccc5)oc4ncn3n2)cc1,5,0%,3%,-19%,0%,nt,?,2%,-9%
COc1cc2oc(=O)c(CC(=O)NCCc3ccccc3)c(C)c2cc1Cl,4,2%,i,14%,nt,nt,0%,nt,3%
CCCCNCCOCCSc1ccc(Cl)cc1,-7,-5%,-12%[57.5 µM],-6%,-4%,-81*,?,5%,-28%
Cc1cc(=S)n(-c2ccccc2)n1C,6,3%,-18%,9%,-2%,10,?,-9%,18%
CC(=O)Nc1ccc(S(=O)(=O)N2CCC(c3nc4ccccc4[nH]3)CC2)cc1,-5,2%,i,-16%,-14%,2,15%,-1%,0%
OC(CNCCCCNCC(O)C(F)(F)F)C(F)(F)F (stereo not drawn),2,-13%,i,-13%[9.22 µM],11%,-18,18%,-1%,-22%
Cc1ccc(NC(=O)c2cc(CN3CCOCC3)on2)cc1Cl,-2,1%,i,12%,nt,nt,1%,nt,30%
CCCc1[nH]n(-c2nc3ccccc3s2)c(=O)c1C=NCC1CCCO1 (stereo not drawn),-7,-8%,i,10%,-9%,-19,-7%,1%,-1%
Cc1cccc(/C(N)=N/OC(=O)c2ccoc2C)c1,7,-31%,-22%,?,5%,8,?,-46%[inhibitor],-4%
COc1cc(CCC(=O)OCC(=O)NCc2ccccc2)cc(OC)c1OC,3,4%,0%,26%,-6%,4,1%,-2%,14%
O=C(O)c1ccc(/C=N/NC(=O)c2ccc(Br)cc2)cc1,2,-12%,-3%,19%,-4%,-3,?,-1%,22%
c1nc(N2CCCC2)c2[nH]cnc2n1,1,4%,i,0%,11%,8,?,0%,0%
Cc1ccccc1C1CC(=O)Oc2cc(O)ccc21 (stereo not drawn),9,2%,-24%,25%,8%,2,8%,-4%,15%
COc1cc(NC(=O)CN2C(=O)c3ccccc3S2(=O)=O)cc(OC)c1,4,4%,i,24%,1%,2,?,2%,20%
CCc1nc2c(OCc3cc(Cl)cc(Cl)c3)cccn2c1N(C=O)Cc1ccccc1,-6,-27%,-12%,12%,-5%,-10,21µM*,?,?
O=C(NCC1CCCN(C(=O)Cc2ccccc2Cl)C1)c1ccc(F)cc1 (stereo not drawn),-1,-27%,-75%[inhibitor],9%,-6%,-14,?,6%,-26%
CC(=O)OCC(C)n1[nH]c2ccccc2c1=O (stereo not drawn),4,4%,-22%,23%,-4%,-1,14%,-1%,24%
CCCCC(=O)NCCNc1nc2c(c(=O)n(C)c(=O)n2C)n1Cc1ccc(F)cc1,-1,-17%,-16%[57.5 µM],-30%,9%,1,-47%,-5%,3%
CC(C)C(C(=O)NC1CCCC1)N1CCN(c2ncccc2C#N)CC1 (stereo not drawn),-7,2%,i,13%,nt,0,?,2%,26%
CCOC(=O)C1CCN(c2cc3c(cc2NC(=O)c2ccc(Cl)cc2)n(C)c(=O)n3C)CC1,4,-2%,-4%,7%,nt,nt,9%,nt,19%
COc1cccc(OC)c1C(=O)N1CCN(S(=O)(=O)c2ccc(C)cc2)CC1,-5,-14%,-3%,-3%,-2%,25,19%,9%,-8%

# (list continues)
SMILES,DRD3 agonist,GLP1R cytotox,PTHR1 agonist,TDP-43 yeast inh,GLP-1R agonist,DRD3 antagonist,KB-V1 MDR tox,aSyn yeast inh,GLP1R inv ag
Cc1ccc(-n2c(C)cc(C=C3C(=O)N(C)C(=O)N(C)C3=O)c2C)cc1,1,-10%,i,7%,0%,3,13%,-3%,0%
CC(C)c1ccc(N(CC(=O)NCCSC(C)(C)C)S(C)(=O)=O)cc1,-5,3%,?,-8%,13%,-22,0%,nt,0%
COc1ccc(N(CN2C(=O)c3ccccc3C2=O)C(=O)COc2ccc(Cl)cc2Cl)cc1,-10,10%,-15%,12%,8%,4,0%,-9%,-3%
CSc1ncc2ncn(C3OC(CO)C(O)C3O)c2n1 (stereo not drawn),-9,-2%,i,-19%,3%,-27,10%,1%,28%
COc1ccc(NC(=O)c2c(N)c(C(=O)c3ccc(C)cc3)n3ccccc23)cc1OC,-16,0%,-22%,7%,nt,nt,-7%,nt,-10%
Cc1ccnc(NS(=O)(=O)c2ccc(NC(=O)c3oc4ccccc4c3C)cc2)n1,1,0%,-30%[inhibitor],9%,0%,1,-1%,12%,0%

# Bioassay records (PubChem BioAssay)
